HCMV antiviral – human cytomegalovirus inhibition; HFF cells, HCMV-luciferase reporter, 72 h; hits give low values; activity change, negative = inhibition, % at 57.5 µM; 410,000 tested, 4.5% active; AID 1259415; in the data active = activity change below about -60%; inconclusive = no clear call, values can overlap the other calls; inactive = above about -39%
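Compounds were evaluated in HFFs infected with an HCMV luciferase reporter virus (MOI 1 PFU/cell). Luciferase in lysates collected 72 h post infection served as the replication measure.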
AmpC inh detg – inhibitors of E. coli AmpC beta-lactamase with detergent; AID 485294; Potency, µM (series often up to 114 µM), for the others: at the highest dose activity change, negative = inhibition, usual class: inhibitors; 370,000 tested, 0.041% active; AmpC hydrolysis of nitrocefin, absorbance 480 nm, 0.01% Triton;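 note: potency is the fitted concentration of half-maximal effect; 0% = no-compound wells and -100% = no-enzyme wells; nearly all actives have a fitted effect of over 25% in size; some results filed as inactive show a strong effect at the top dose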
Target sequence (P00811 whole entry, looked up): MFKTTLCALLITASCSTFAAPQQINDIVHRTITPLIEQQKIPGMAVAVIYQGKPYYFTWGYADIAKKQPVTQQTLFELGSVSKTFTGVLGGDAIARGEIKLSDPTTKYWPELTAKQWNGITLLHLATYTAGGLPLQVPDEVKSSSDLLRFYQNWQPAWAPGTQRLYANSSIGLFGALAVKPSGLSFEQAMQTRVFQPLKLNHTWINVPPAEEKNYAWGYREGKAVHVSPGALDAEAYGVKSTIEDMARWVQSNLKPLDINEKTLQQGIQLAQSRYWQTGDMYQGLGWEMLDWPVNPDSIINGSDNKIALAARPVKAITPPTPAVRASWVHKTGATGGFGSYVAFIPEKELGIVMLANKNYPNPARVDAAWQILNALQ
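AmpC (5.3 nM in the dispensed reagent) in 20 mM phosphate pH 7.0 with 0.01% (detergent screen) or 0.0001% Triton X-100 was preincubated with compounds for 15 min at room temperature. Nitrocefin was then added from an 800 uM solution, and hydrolysis was followed at 480 nm.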
AMA1-RON2 inh – AMA1-RON2 (P. falciparum) interaction inhibition | AlphaScreen AMA1-biotinylated RON2 peptide binding | Potency, µM (top dose mostly 58.2 µM), for the others: top-dose activity change, negative = inhibition, usual class: inhibitors | 360,000 tested, 0.2% active | AID 720542;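 note: potency is the fitted concentration of half-maximal effect; 0% = vehicle wells and -100% = peptide control; nearly all actives have a fitted effect of over 45% in size; some results filed as inactive show a strong effect at the top dose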
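AMA1 (3D7) with his tag at 25 nM final met compounds first, then biotinylated RON2 peptide at 25 nM; detection used donor plus acceptor beads, 10 µg/mL apiece, read by AlphaScreen after 30 min at room temperature.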
LmPK inhibitor – blocks Leishmania mexicana pyruvate kinase activity | purified LmPK, Kinase-Glo ATP luminescence, 1 h | Potency, µM (top dose mostly 57.5 µM), for inactives: at the highest dose activity change, negative = inhibition, actives largely listed as inhibitors | 290,000 tested, 0.37% active | AID 1721; note: potency is the fitted concentration of half-maximal effect
Target sequence (Q27686 whole entry, looked up): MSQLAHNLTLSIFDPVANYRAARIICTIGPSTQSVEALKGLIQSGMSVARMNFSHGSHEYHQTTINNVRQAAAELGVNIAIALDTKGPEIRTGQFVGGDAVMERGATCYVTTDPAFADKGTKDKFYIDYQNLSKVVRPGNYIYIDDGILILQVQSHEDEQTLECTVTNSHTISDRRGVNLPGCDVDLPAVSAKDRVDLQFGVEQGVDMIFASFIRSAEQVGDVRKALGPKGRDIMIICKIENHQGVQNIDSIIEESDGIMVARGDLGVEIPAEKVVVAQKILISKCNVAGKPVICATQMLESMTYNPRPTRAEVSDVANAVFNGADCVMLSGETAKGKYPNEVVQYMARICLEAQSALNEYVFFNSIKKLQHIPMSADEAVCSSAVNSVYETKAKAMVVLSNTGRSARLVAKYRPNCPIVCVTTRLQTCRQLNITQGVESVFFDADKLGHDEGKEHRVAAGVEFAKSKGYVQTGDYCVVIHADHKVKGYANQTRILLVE
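Pyruvate kinase activity monitored as ATP production (luciferase luminescence). Conditions: 0.1 nM enzyme, 0.5 mM PEP, 0.1 mM ADP, 1 h, RT; normalized against uninhibited and no-enzyme wells.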
Sm TGR inh – inhibitors of Schistosoma mansoni thioredoxin glutathione reductase | Q962Y6 | purified TGR, DTNB reduction, TNB absorbance 405 nm | Potency, µM (doses to about 114 µM), without a hit: at the top dose activity change, negative = inhibition, usual class: inhibitors | 360,000 tested, 3% active; note: potency is the fitted concentration of half-maximal effect; nearly all actives have a fitted effect of over 60% in size
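First, TGR (20 nM dispensed) and NADPH were mixed with compound. Second, a 15 min room-temperature incubation followed. Third, further NADPH and then DTNB were added to start the reaction. Finally, TNB absorbance was monitored kinetically.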
AmpC inh no detg – inhibitors of E. coli AmpC beta-lactamase without detergent; AmpC nitrocefin hydrolysis, absorbance 480 nm, 0.0001% Triton; P00811; Potency, µM (highest dose often 57.1 µM), without a hit: top-dose activity change, negative = inhibition, most hits filed as inhibitors; AID 485341; 330,000 tested, 0.52% active;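 note: potency is the fitted concentration of half-maximal effect; plate controls were no compound for no effect and no enzyme for full effect; nearly all actives have a fitted effect of over 20% in size; some results filed as inactive show a strong effect at the top dose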
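20 mM phosphate pH 7.0 + 0.01% (detergent screen) or 0.0001% Triton X-100; 5.3 nM AmpC reagent; cpd preinc 15 min RT; nitrocefin (800 uM stock) to start; A480 q20 s × 4 min; Activity was normalised to no-enzyme and no-compound control wells.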
TbPYK inhibitor – T. brucei pyruvate kinase inhibition | Q57TT1 | TbPYK enzyme, Kinase-Glo Plus ATP luminescence, 45 min | Potency, µM (highest dose often 76.8 µM), without a hit: at the highest dose activity, negative = inhibition, actives largely listed as inhibitors | 410,000 tested, 0.12% active | AID 624173; note: potency is the fitted concentration of half-maximal effect; nearly all actives have a fitted effect of over 50% in size
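Luminescent Kinase-Glo Plus end-point after 45 min room-temperature reaction of T. brucei pyruvate kinase started with 130 uM ADP (final). Buffer TEA 50 mM pH 7.2 with KCl, MgCl2, BSA, Tween-20; titration-based qHTS with fitted concentration-effect curves.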
Active calls of the source: *; ? = inconclusive; nt = no result given; & = joins results of further samples; [ ] = dose if it differs, or a comment. Unless noted, calls come from the whole dose curve; as a rule, active = well fitted curve in the direction sought with a large enough effect; inconclusive = small, poorly fitted or top-dose-only effect, or another doubt; inactive = no such curve, though single readings can be large; an effect the other way counts as inactive or inconclusive. Unless noted, % is set by controls: 0 for no effect and ±100 for the full control effect.

SMILES | HCMV antiviral | AmpC inh detg | AMA1-RON2 inh | LmPK inhibitor | Sm TGR inh | AmpC inh no detg | TbPYK inhibitor
CC(CNc1nc2ccccc2c2nc(-c3ccccc3)nn12)c1ccccc1 (stereo not given) | -94* | -7% | nt | nt | 1% | nt | 1%
CC(=O)c1cccc(-c2ccnc3c2CC(C(=O)Nc2cccc(Oc4ccccc4)c2)O3)c1 (stereo not given) | 38 | nt | -1% | nt | nt | nt | -4%
CCCCN(C(=O)c1ccc(Cl)cc1)C1CC2CCC(C1)N2C (stereo not given) | -7 | -15% | 14% | -4% | 3% | 1% | -1%
CN(C1CCCCC1)S(=O)(=O)c1cccc2nsnc12 | -22 | -14% | -5% | 3% | 1% | -1% | 4%
NS(=O)(=O)c1ccc(-n2nncc2C23CC4CC(CC(C4)C2)C3)cc1 | 23 | -15% | 15% | 2% | 1% | 0% | 3%
O=C(CN1CCN(C(=O)N2CCCCC2)CC1)Nc1ccc(F)cc1 | -23 | 3% | 1% | 1% | 10% | -1% | 3%
CCOC(=O)c1ccc(-c2ccc(C=O)o2)cc1 | 28 | -7% | -10% | -5% | -31% | -3% | 0%
CCN1CCN(c2ccc(S(=O)(=O)N3CCOCC3)cc2NC(=O)CCC(C)C)CC1 | -3 | 0% | -10% | nt | 1% | 75%[activator] | 4%
CC(C)c1ccc(NC(=O)C2Cc3c(-c4cccc(F)c4)ccnc3O2)cc1 (stereo not given) | -76* | nt | 2% | nt | nt | nt | -1%
Cc1ccc(CN2C(=O)CCC2C(=O)NCCCN2CCCCC2C)cc1 (stereo not given) | ? | -5% | 5% | -5% | 1% | 18% | -3%

Full records from above. Values in the order: HCMV antiviral | AmpC inh detg | AMA1-RON2 inh | LmPK inhibitor | Sm TGR inh | AmpC inh no detg | TbPYK inhibitor
Cc1ccc(CN2C(=O)CCC2C(=O)NCCCN2CCCCC2C)cc1 (stereo not given) is listed as ? | -5% | 5% | -5% | 1% | 18% | -3%
NS(=O)(=O)c1ccc(-n2nncc2C23CC4CC(CC(C4)C2)C3)cc1 is listed as 23 | -15% | 15% | 2% | 1% | 0% | 3%
CC(=O)c1cccc(-c2ccnc3c2CC(C(=O)Nc2cccc(Oc4ccccc4)c2)O3)c1 (stereo not given) is listed as 38 | nt | -1% | nt | nt | nt | -4%

(further entries)
SMILES | HCMV antiviral | AmpC inh detg | AMA1-RON2 inh | LmPK inhibitor | Sm TGR inh | AmpC inh no detg | TbPYK inhibitor
Cc1cccc(-n2ccnc2SCC(=O)Nc2ccc3c(c2)OCO3)c1 | -1 | 3% | nt | nt | -9% | nt | -11%
Cc1ccc(-c2nc(C=Nc3cccc(C)c3)c(O)o2)cc1 | ? | 7% | -11% | 3% | 5% | -11% | -5%
O/C(=C\Sc1nnc(Cc2ccccc2)o1)c1ccc(Br)cc1 | 10 | -14% | 4% | 2% | -6% | -32% | -6%
Cc1nc2c(C)cccn2c(=O)c1NC(=O)c1ccc(Br)o1 | -8 | 2% | -8% | nt | 2% | -15% | -4%
COc1ccc(C2=NN(C(=O)CSc3nc(=O)n4ccc(C)cc4n3)C(c3ccc(C)cc3)C2)cc1 (stereo not given) | ? | -12% | 2% | nt | 5% | -22% | 0%
COc1ccc(C#Cc2ccc3c(c2)O[C@@H](CN(C)C(=O)Nc2cccc(OC)c2)[C@H](C)CN([C@@H](C)CO)S3(=O)=O)cc1 | -35 | nt | 25% | nt | nt | nt | 9%
O=C(COc1ccc2c3c(c(=O)oc2c1)CCCC3)NCC(O)c1ccccc1 (stereo not given) | -35 | -6% | 10% | 0% | -11% | -10% | 4%
O=[N+]([O-])c1ccccc1OCCN1CCOCC1 | 10 | -11% | -5% | -5% | 8% | 19% | 2%
COc1ccccc1C(=O)Nc1nc(-c2cccs2)c(NC(C)=O)s1 | 29 | 1% | -9% | -3% | -5% | -22% | -1%
CC(C)c1ccc(Nc2nc3ccc(C(=O)c4ccccc4)cc3n3cnnc23)cc1 | ? | 20% | nt | nt | 0% | nt | 1%[15.4 µM]
CC(=O)Cn1nnc2sc(-c3ccccc3)cc2c1=O | 46&-5 | 3%&13% | 19% | 12% | 3%&-1% | -25% | -2%&5%
CC1CCc2c(sc(NC(=O)C3c4ccccc4Oc4ccccc43)c2C#N)C1 (stereo not given) | 0 | 3% | nt | nt | 1% | nt | -3%
CC(C)(C)n1nc2c(c1NC(=O)c1ccc(S(=O)(=O)N3CCCC3)cc1)CS(=O)C2 (stereo not given) | 16 | -13% | 5% | 2% | ? | -1% | 1%
CCCCN(C(=O)c1cc(-c2ccc(F)cc2)nc2ccccc12)c1c(N)n(CCCC)c(=O)[nH]c1=O | -14 | 0% | 8% | nt | 0% | -52% | 4%
O=C(CSCC(=O)OCC(=O)c1ccc(Br)cc1)Nc1ccc(Br)cc1 | 11 | -9% | -2% | 1% | 9% | 16% | 1%
Cc1ccccc1OCC(O)CN1CCN(C)CC1 (stereo not given) | -26 | 3% | 8% | -1% | 1% | -16% | 1%
CCc1nc(SCC(=O)Nc2nnc(CC)s2)c2c(C)c(C)sc2n1 | -1 | -2% | 2% | 3% | 0% | -6% | 3%
NC(=O)CSc1nnc(-c2ccc(S(=O)(=O)N3CCOCC3)cc2)n1Cc1ccccc1 | 24 | 9% | 2% | 4% | 3% | 44% | -11%
N#C/C(=N\Nc1ccccc1[N+](=O)[O-])C(=N)N1CCCCC1 | -25 | 3% | -13% | -2% | 70%[activator] | -21% | -2%
CC(C)OCCCNc1ncnc2sc3c(c12)CCCC3 | ? | 18% | nt | nt | -2% | nt | 1%
CCCC(=O)Nc1sc2c(c1C(=O)OCC)CC(C)(C)OC2 | -30 | 0% | 25% | 3% | -8%[57.1 µM] | -14% | -5%
CSc1nnc(C)c(=O)n1COC(=O)c1cc(Cl)ccc1[N+](=O)[O-] | 57 | -3% | -3% | 0%[11.5 µM] | 22µM* | -45% | -5%
CC(C)Oc1ccc(CNC(=O)c2ccc(NC(=O)N3CC(C)Sc4ccccc43)cc2)cc1 (stereo not given) | -24 | -1% | nt | nt | 0% | nt | 2%
CCc1nc2ccc(C(=O)Nc3ccc(OC)c(OC)c3)cn2c1N(C)Cc1ccc(N(C)C)cc1 | 5 | nt | 32µM* | nt | nt | nt | -2%
CN(Cc1ccc(F)cc1)Cc1nc(CCc2ccccc2)no1 | -35 | 1% | 6% | -4% | 19% | 23% | -4%
Cc1cc(S(=O)(=O)N2CCCCC2CCNC(=O)C(=O)NC2CC2)ccc1F (stereo not given) | -39 | -4% | 7% | nt | -13% | 15% | -19%
O=C(NCCOC(=O)c1c(F)cccc1Cl)c1c(F)cccc1Cl | -23 | ? | -6% | 6% | 12% | -39% | -1%
Cc1cc(/C=N/N2CCN(C)CC2)c(C)n1-c1ccccc1F | ? | -10% | -3% | 6% | -16% | 46% | -12%
Cc1cc(C)c2nc(N(CCN(C)C)C(=O)c3ccc(S(=O)(=O)N(C)CC4CCCO4)cc3)sc2c1 (stereo not given) | 6 | 3% | -16% | 2% | -1% | 118%[activator] | -8%
CCCn1c(N)c(N(CCOC)C(=O)c2cccc(F)c2)c(=O)[nH]c1=O | -21 | 0% | -3% | 0% | 1% | -23% | -2%
Cc1cccc(Cn2c(SCc3ccc(C(=O)NC4CCCCC4)cc3)nc3ccncc32)c1 | 16 | -2% | nt | nt | -4% | nt | -11%
C(=C\c1ccccc1)/CN1CCN(c2ncnc3c2oc2ccccc23)CC1 | -73* | ? | -25% | 1% | -21% | 112%[activator] | 1%
CP(=O)(O)CCCN | 6 | -14% | 1% | -1% | 1% | -14% | 2%
CC1(C)C(C=C(Cl)Cl)C1C(=O)NC(O)C(=O)c1ccccc1 (stereo not given) | -34 | -6% | 9% | 4% | -9% | -15% | 6%
O=P(Nc1c(Cl)cccc1Cl)(c1ccccc1)c1nc2c(s1)CCCC2 (stereo not given) | nt | -3% | 10% | -1% | -15% | -15% | -19%
CCn1cc2nc(SCC(=O)Nc3ccc(OC)c(OC)c3)n(Cc3ccc(Cl)cc3)c(=O)c2n1 | ? | 22% | nt | nt | 4% | nt | 3%
Nc1nc2c(ncn2[C@@H]2O[C@H](CNCC3=Cc4cc(O)ccc4OC3)[C@@H](O)[C@H]2O)c(=O)[nH]1 | 46 | nt | -4% | nt | nt | nt | -2%
CCCCn1c(SCC(=O)NNC(=O)c2ccccc2)n[nH]c1=O | -34 | nt | 40%[activator] | nt | nt | -28% | 0%
O/N=C\c1ccc2noc(-c3ccc(Cl)cc3)c2c1 | -38 | 2% | 6% | -1% | 0% | -11% | -4%
CCS(=O)(=O)c1ccc(-c2cccc(NC(=O)c3ccc(Br)o3)c2)nn1 | -6 | -7% | 2% | nt | 2% | -15% | 3%
Cc1cc(C)cc(NC(=O)C2CCCCN2S(=O)(=O)c2ccccc2)c1 (stereo not given) | -3 | nt | -6% | nt | nt | nt | -5%
COc1ccc2cc(C3CC(c4cccs4)=NN3C(C)=O)c(Cl)nc2c1 (stereo not given) | -1 | 5% | -2% | 2% | 2% | -10% | 8%
COc1cc(CNCCO)ccc1OCCc1ccccc1 | 51 | -2% | 0% | -2% | 8% | -2% | 4%
O=C(c1cnc2n(c1=O)CCS2)N(c1ccccc1)C1CCCCC1 | 15 | ? | -10% | 4% | -12% | 7% | -8%
CCC/C(O)=C1\C(=O)CCCC1=NC(C)C(=O)O (stereo not given) | 44 | -10% | 5% | 8% | 1% | 16% | -1%
CN(C)CCN=Cc1c(O)n(-c2cccc(C(F)(F)F)c2)c(=O)[nH]c1=O | 3 | -10% | 27% | -9% | 26% | -13% | 4%
O=C(Cn1c(=O)n(Cc2ccccc2)c(=O)c2cc(Cl)ccc21)NCC1CCCO1 (stereo not given) | -35 | ? | -2% | -4% | 1% | 30% | -11%
O=C(Nc1ccc(Cl)c(S(=O)(=O)N2CCOCC2)c1)C1CCCC1 | 5 | nt | 22% | nt | nt | -42% | 0%
NC(=O)CC(c1ccccc1)c1ccco1 (stereo not given) | 53 | -2% | -7% | 0% | -9% | -12% | -2%
COc1ccc(NC(=O)CC(C)CC(=O)NCc2ccc(F)cc2)c(OC)c1 (stereo not given) | 45 | -6% | -5% | -4% | -6% | 8% | -1%
COc1ccccc1/C=N/NC(=S)Nc1cccnc1 | 2 | 1% | 31%[activator] | 6% | 7% | -34% | 0%
c1ccc(CSc2nncn2-c2ccccn2)cc1 | 12 | ? | -8% | 2% | -21% | -12% | -4%

Screens: PubChem BioAssay, National Center for Advancing Translational Sciences (NCATS)
